# Assay outcomes (PubChem BioAssay)
# NR2E3 ag-1: NR2E3 agonists in two-hybrid cells, primary screen, cell-based, luminescence, CHO-S, Gal4-NCOR/VP16-NR2E3 | Photoreceptor-specific nuclear receptor (Homo sapiens), Q9Y5X4 | luciferase | inhibition of corepressor binding, % at 3.98 µM | 360,000 compounds, 0.35% hits | AID 602229, 2012;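 active = inhibition above the mean of all tested compounds plus 3 SD, cut at about 70% in these data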;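 also: 0% = DMSO with NR2E3 transfected cells and 100% = cells lacking NR2E3 construct; higher means lower luciferase signal from less NR2E3 corepressor binding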
# Target sequence (Q9Y5X4 whole entry, looked up, the tested form may be a part): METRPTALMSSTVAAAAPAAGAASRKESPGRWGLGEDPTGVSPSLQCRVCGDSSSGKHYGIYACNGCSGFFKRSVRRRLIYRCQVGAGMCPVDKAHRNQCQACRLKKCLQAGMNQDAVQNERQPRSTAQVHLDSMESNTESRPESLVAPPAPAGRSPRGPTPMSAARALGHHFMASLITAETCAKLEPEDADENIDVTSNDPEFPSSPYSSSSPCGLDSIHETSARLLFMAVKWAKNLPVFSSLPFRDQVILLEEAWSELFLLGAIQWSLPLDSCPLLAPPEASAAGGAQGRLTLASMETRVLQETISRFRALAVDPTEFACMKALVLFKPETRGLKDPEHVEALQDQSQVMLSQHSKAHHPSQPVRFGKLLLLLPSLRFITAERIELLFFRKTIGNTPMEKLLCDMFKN
# KKLEB cytotox: cytotoxicity in KKLEB CF airway cells, primary screen, cytotoxicity control for CF NF-kB inhibitor project, cell-based, uHTS, fluorescence assay plates | KKLEB CF airway cells viability, ATPlite luminescence, overnight; active compounds read low; cells stimulated with P. aeruginosa culture filtrate | activity change (cytotoxicity), % at 5 µM | AID 602141, 2011 | 360,000 compounds, 0.36% hits;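 active = corrected activity change at or below -50% at 5 µM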
# Peg3 prom inh: Peg3 promoter-driven luciferase inhibitors, primary screen, cell-based, HeLa, luciferase luminescence; HeLa PEG-Prom luciferase reporter, overnight; inhibition, % at 20 µM; 360,000 compounds, 1.7% hits; AID 588405, 2011;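 active = inhibition of at least 50% at 20 µM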
# TROY NFkB inh: inhibitors of TROY-driven NF-kB signaling, primary screen, Q293 LMP1-TROYcd cells, NF-kB luciferase, uHTS | Q293 LMP1-TROYcd NF-kB luciferase reporter, 4 h | inhibition, % at 10 µM | 360,000 compounds, 0.98% hits | AID 1347056, 2019;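 active = compounds whose plate-normalised and pattern-corrected inhibition of the luciferase reporter signal at the single screening dose is 50% or more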
# Shn3 3UTR inh: reduction of Shn3 3'UTR firefly luciferase signal, primary screen, Schnurri-3 inhibitor project, cell-based, Clone20 osteoblasts, set 2; inhibition, % at 12.5 µM; 360,000 compounds, 0.52% hits; Clone20 osteoblast Shn3 3'UTR firefly luciferase, 24 h;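 active = mean inhibition of at least 75% with every replicate also reaching 75%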;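 also: 0% = median of neutral control wells and 100% = pilot-screen positive control compound; some compounds past the cut are filed as inactive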
# TRPM1 prom inh: inhibitors of MITF-dependent TRPM1 promoter reporter, primary screen, cell-based, SK-MEL-5, single point, luciferase; SK-MEL-5 TRPM1 promoter luciferase, 24 h; 330,000 compounds, 0.83% hits; inhibition, % at 12.5 µM; AID 488899, 2010;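 active = mean inhibition across replicates of 60% or more, whatever share of single replicates reaches that level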; also: values of inactives mirror those of a sister screen read the other way
# NR2E3 ag-2: inhibitors of NR2E3-RetCOR corepressor binding, primary screen, NR2E3 agonist project, biochemical, TR-FRET, GST-NR2E3, biotin-RetCOR. Photoreceptor-specific nuclear receptor (Homo sapiens), Q9Y5X4. 1536-well. inhibition of corepressor binding, % at 4.78 µM. 320,000 compounds, 0.12% hits. AID 2300, 2010;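 active = percent inhibition above the cutoff of mean plus 3 SD of all tested compounds, set per screening campaign, cut at about 20% in these data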;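 also: 0% = DMSO wells and 100% = biotin wells as full block of FRET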
#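 Format: 1536-well format; test system: GST-NR2E3 and biotin-RetCOR proteins; read-out basis: percent inhibition of TR-FRET ratio; timing: 5 h incubation at 4 °C; detection: time-resolved FRET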
# C8 TRAIL sens: viability loss with TRAIL in NB7+C8 cells, primary screen, TRAIL sensitizer project, cell-based, ATPlite luminescence. inhibition (viability loss, TRAIL sensitization), % at 10 µM. AID 624354, 2012. 360,000 compounds, 1% hits;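 active = compounds causing at least 50% loss of cell viability in the single-dose screen, relative to plate controls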
# HIF-2a block: HIF-2a reporter inhibitors, primary screen, luminescence, 786-0 RCC cells; 786-0 RCC cells HIF-2a reporter, luciferase luminescence, overnight; inhibition, % at 18.8 µM; 360,000 compounds, 0.72% hits;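 active = inhibition of the luminescence signal of 40% or more relative to plate controls, in a single-dose primary screen at 18.75 µM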
# CF NFkB inh: inhibitors of PAF-induced NF-kB signaling, primary screen, cell-based, GFP fluorescence, uHTS. KKLEB NF-kB-GFP reporter, GFP fluorescence overnight. inhibition, % at 5 µM. 360,000 compounds, 0.86% hits. AID 588850, 2011;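 active = at least 50% inhibition at 5 µM, scaled per plate between neutral and stimulator controls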;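 also: PAF is a Pseudomonas aeruginosa culture filtrate used as stimulus; plate controls were PAF-stimulated DMSO wells for no effect and unstimulated DMSO wells for full effect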
# TWEAK Fn14 block: inhibitors of TWEAK-Fn14 signaling, primary screen, luciferase reporter cells, uHTS | TWEAK-stimulated Fn14 reporter cells, luciferase luminescence, 8 h | inhibition, % at 10 µM | 360,000 compounds, 2% hits | AID 1159606, 2016; in the data active = inhibition above about 50%
# * hit, by the source's call; · = not tested or not shown. This is a subset; count on the stated rates, not on these rows.
nr	structure	NR2E3 ag-1	KKLEB cytotox	Peg3 prom inh	TROY NFkB inh	Shn3 3UTR inh	TRPM1 prom inh
1	CCCOc1c(Cl)cc(/C=N/O)cc1OCC	-20	-8	-8	13	19	-13
2	COc1ccc(N2CCN(Cc3nc4c(c(=O)[nH]c(=O)n4C)n3CCCc3ccccc3)CC2)cc1	1	1	26	-1	56	13
3	COc1ccccc1NC(=O)CCc1nnc2ccc(N3CCC4(CC3)OCCO4)nn12	-5	7	23	0	-6	2
4	CCS(=O)(=O)N1CCC(C(=O)NCCCN2CCCC2)CC1	-14	-2	-2	1	-20	-2
5	S=C1N(c2ccccc2)C(c2ccc(Br)cc2)N2CCCN12 (stereo not drawn)	-4	-11	16	-23	-5	10
6	O=C(NNC(=O)C1CCN(S(=O)(=O)c2ccc(Cl)cc2)CC1)c1ccccc1O	-11	11	23	0	87*	24
7	C=CCn1c(=O)c2c3c(sc2n2c(Nc4ccccc4)nnc12)CCCC3	19	-1	21	11	5	-9
8	Cc1ccc(-c2csc(N3CCC[C@@H]3C(=O)NCCn3c(C(F)(F)F)nc4ccccc43)n2)cc1	19	-1	7	10	5	7

nr	NR2E3 ag-2	C8 TRAIL sens	HIF-2a block	CF NFkB inh	TWEAK Fn14 block
1	1	2	26	12	21
2	5	-2	-3	-22	-9
3	-1	2	7	-1	1
4	2	4	-6	-1	16
5	2	-8	11	-8	6
6	2	7	8	4	4
7	0	-7	32	-2	24
8	2	-2	-27	-27	17

# (further entries)
nr	structure	NR2E3 ag-1	KKLEB cytotox	Peg3 prom inh	TROY NFkB inh	Shn3 3UTR inh	TRPM1 prom inh
9	CC1=CC(C)(C)N2C(=O)C3(C(C#N)=C(N)Oc4cc(C)oc(=O)c43)c3cccc1c32 (stereo not drawn)	-5	2	24	-9	·	11
10	CCN(CC(=O)NCc1cccs1)C(=O)COc1ccc(C(N)=O)cc1	-9	-11	6	-9	-2	-2
11	CN(C)/C=C(/C(=O)c1ccccc1)S(=O)(=O)c1ccc(Cl)cc1	-35	6	5	-22	13	-11
12	Cc1cccc(C)c1OCC(=O)OC/C(O)=C(\C#N)c1nc2ccccc2[nH]1	2	-1	24	-5	15	-5
13	CCOc1ccc(/C=N/NC(=O)CSc2n[nH]c(=O)[nH]c2=O)cc1OC	1	-6	8	-1	-7	-1
14	COc1cccc(Nc2nc(C(N)c3ccccc3)cs2)n1 (stereo not drawn)	-7	-25	-63	-2	11	·
15	CCc1ccc(S(=O)(=O)NC(=S)NC2CCCCC2)cc1	28	13	6	25	19	7
16	CCOC(=O)[C@]12CCC=C1N(Cc1ccco1)C(=O)[C@H](CC(=O)NCc1ccc(OC)c(OC)c1)C2	1	·	·	-3	·	·

nr	NR2E3 ag-2	C8 TRAIL sens	HIF-2a block	CF NFkB inh	TWEAK Fn14 block
9	-1	-4	14	-7	7
10	-3	-17	15	-8	5
11	2	-4	-9	-9	-16
12	1	-8	9	2	10
13	4	-4	13	10	2
14	·	10	-23	32	6
15	4	-6	-5	-14	0
16	·	-22	1	·	-5

# New compounds follow:
nr	structure	NR2E3 ag-1	KKLEB cytotox	Peg3 prom inh	TROY NFkB inh	Shn3 3UTR inh	TRPM1 prom inh
17	CCCC(=O)Nc1cc(C(=O)O)ccc1Sc1ccc(C)cc1	-24	11	15	-13	15	2
18	O=C(OCC(=O)N1CCCC1=O)C1CCN(S(=O)(=O)c2ccc(Cl)c(C(F)(F)F)c2)CC1	22	10	-17	7	-4	1
19	c1ccc(SCCOCCN2CCc3ccccc3C2)cc1	19	7	7	1	-1	4
20	c1ccc(CCn2nnnc2C(c2cccnc2)N2CCN(c3ccccc3)CC2)cc1 (stereo not drawn)	-25	-3	18	-3	-6	-1
21	COC(=O)C1=C(C(=O)OC)[C@@H]2N(Cc3ccccc3)c3ccccc3[C@@]23C[C@@H](C(=O)OC)N(C(=O)c2ccc(Br)cc2)C3=N1	-23	-24	84*	10	97*	-4
22	O=c1cc(C(F)(F)F)[nH]c(=O)n1C1CCCCC1	-4	-2	7	11	24	8
23	Cc1cc(NC(=O)CSc2nnnn2-c2cc(Cl)ccc2C)no1	-28	-5	-5	-11	9	-3
24	O=C(O)c1cccc(NS(=O)(=O)c2cc(S(=O)(=O)c3ccc(Cl)cc3)ccc2Cl)c1	-19	-2	3	7	5	8

nr	NR2E3 ag-2	C8 TRAIL sens	HIF-2a block	CF NFkB inh	TWEAK Fn14 block
17	2	-5	17	8	-13
18	1	0	-4	11	-16
19	2	4	13	15	13
20	2	0	10	5	-3
21	2	28	2	69*	54*
22	-1	-6	4	16	-11
23	3	-3	-12	7	20
24	7	-3	8	-11	4

# Next part.
nr	structure	NR2E3 ag-1	KKLEB cytotox	Peg3 prom inh	TROY NFkB inh	Shn3 3UTR inh	TRPM1 prom inh
25	CS(=O)(=O)N(CCC#N)Cc1ccc(C=O)o1	-1	0	1	6	5	1
26	CC(C)(C)NCc1ccccc1OCc1cccs1	9	13	0	-6	5	-6
27	CCc1cc(=O)oc2cc(C)cc(OCC(=O)NCCCn3ccnc3)c12	-22	2	17	-8	1	4
28	O=C(Cc1cccs1)Nc1nc(-c2cccnc2)cs1	-6	0	1	5	·	3
29	CCCn1ncc(CN2CCC(CO)(CC3CCCCO3)CC2)c1C (stereo not drawn)	-5	-18	-3	-2	-1	-3
30	CCOC(=O)c1c(NC(=O)CSc2nnc(-c3ccncc3)n2Cc2ccco2)sc(C(C)=O)c1C	-32	-18	6	-3	41	1
31	COc1cc(C(=O)Nc2ccc3c(c2)CCN3C(C)=O)cc(OC)c1OC	-55	-3	-26	20	16	11
32	CCc1nc(SCC(=O)NCCc2ccccc2)c2oc3ccccc3c2n1	-23	2	11	-13	14	1

nr	NR2E3 ag-2	C8 TRAIL sens	HIF-2a block	CF NFkB inh	TWEAK Fn14 block
25	0	4	17	-11	0
26	1	0	-10	-19	15
27	1	2	8	-14	-20
28	0	3	-13	-10	11
29	1	6	40*	7	10
30	·	-1	-3	5	2
31	-3	-36	-19	4	18
32	3	23	14	1	23

# As entered above.
# HIF-2a block, entry 32 is entered as 14
# Peg3 prom inh, entry 22 is entered as 7
# KKLEB cytotox, entry 29 is entered as -18

# Record cards, as listed above.
# Listed for O=C(Cc1cccs1)Nc1nc(-c2cccnc2)cs1 → NR2E3 ag-1: -6; KKLEB cytotox: 0; Peg3 prom inh: 1; TROY NFkB inh: 5; Shn3 3UTR inh: ·; TRPM1 prom inh: 3; NR2E3 ag-2: 0; C8 TRAIL sens: 3; HIF-2a block: -13; CF NFkB inh: -10; TWEAK Fn14 block: 11
# Listed for CCCn1ncc(CN2CCC(CO)(CC3CCCCO3)CC2)c1C (stereo not drawn) → NR2E3 ag-1: -5; KKLEB cytotox: -18; Peg3 prom inh: -3; TROY NFkB inh: -2; Shn3 3UTR inh: -1; TRPM1 prom inh: -3; NR2E3 ag-2: 1; C8 TRAIL sens: 6; HIF-2a block: 40*; CF NFkB inh: 7; TWEAK Fn14 block: 10

# Other structures.
nr	structure	NR2E3 ag-1	KKLEB cytotox	Peg3 prom inh	TROY NFkB inh	Shn3 3UTR inh	TRPM1 prom inh
33	Cc1noc(C)c1S(=O)(=O)Nc1ccc(C(=O)Nc2ccc(OC(F)(F)F)cc2)cc1	5	-16	23	-4	-60	2
34	COc1ccc(CN2C(=O)c3ccccc3C2C(=O)NC2CCCC2)c(OC)c1 (stereo not drawn)	8	-7	8	8	7	8
35	O=C(Cn1cnc2c(nnn2-c2ccccc2)c1=O)NCc1ccc(F)cc1	0	11	18	-10	13	·
36	O=C(O)c1ccccc1C(=O)OCCCCOC(=O)c1ccccc1C(=O)O	-9	-7	5	12	16	8
37	CCOC(=O)c1ccc(-c2ccc3c(=O)c4ccccc4n(C)c3c2)cc1F	-10	13	27	-25	-2	-17
38	O=C(c1ccc(OC2CCN(C/C=C/c3ccc(F)cc3)CC2)cc1)N1CCCC1	14	0	16	0	14	10
39	Cc1cc(C(=O)OC(C)C(=O)NC2CCCCC2C)c(C)o1 (stereo not drawn)	-7	-28	14	-8	6	-4
40	Cn1cccc1C(=O)C(=O)Nc1ccc(Cl)cc1	-167	-6	-277	-56	-68	-40

nr	NR2E3 ag-2	C8 TRAIL sens	HIF-2a block	CF NFkB inh	TWEAK Fn14 block
33	-3	7	19	12	-29
34	-1	-10	3	14	9
35	0	3	-1	-25	0
36	-2	-10	19	0	7
37	3	2	-30	-24	-25
38	5	11	13	0	1
39	0	3	1	-1	0
40	0	29	-157	9	18

# Some entries already given, reduced to Shn3 3UTR inh.
No. | Molecule | Shn3 3UTR inh
33 | Cc1noc(C)c1S(=O)(=O)Nc1ccc(C(=O)Nc2ccc(OC(F)(F)F)cc2)cc1 | -60
37 | CCOC(=O)c1ccc(-c2ccc3c(=O)c4ccccc4n(C)c3c2)cc1F | -2
35 | O=C(Cn1cnc2c(nnn2-c2ccccc2)c1=O)NCc1ccc(F)cc1 | 13

# Additional entries follow.
nr	structure	NR2E3 ag-1	KKLEB cytotox	Peg3 prom inh	TROY NFkB inh	Shn3 3UTR inh	TRPM1 prom inh
41	Cc1[nH]nc2c1C(c1ccsc1C)C(C#N)=C(N)O2 (stereo not drawn)	11	3	16	-6	19	13
42	Cc1ccc2c(c1)N(S(=O)(=O)c1ccc(CN3C(=O)c4cccnc4C3=O)cc1)CCO2	-28	8	-4	19	6	2
43	Cc1nc2ccc(F)cc2cc1C(=O)Nc1cccc(Cl)c1C	-24	6	10	-2	-3	5
44	CC1CCCCC1NC(=O)CCNS(=O)(=O)c1cc(Br)cnc1N (stereo not drawn)	-24	-3	7	-18	0	9
45	O=C(NC1CC1)C1CCN(C(=O)c2ccc(Cl)cc2)CC1	1	3	4	-1	0	5
46	O=C(N=C1SC2CS(=O)(=O)CC2N1c1ccc(Br)cc1Cl)C1CC1 (stereo not drawn)	7	-2	1	-3	-18	-2
47	CN(C)Cc1nc2ccccc2c(=O)n1Cc1nc(-c2cc3ccccc3o2)cs1	-2	-6	22	38	6	19

nr	NR2E3 ag-2	C8 TRAIL sens	HIF-2a block	CF NFkB inh	TWEAK Fn14 block
41	1	-13	12	2	15
42	5	-5	16	-25	-13
43	4	-10	8	1	-10
44	3	-9	9	-8	11
45	7	-4	3	-5	25
46	-2	-1	2	-2	-2
47	-4	3	4	0	8
